# GPR7 antagonist – GPR7 receptor antagonists, primary screen, cell-based, fluorescence, single concentration; Neuropeptides B/W receptor type 1 (Homo sapiens), P48145; inhibition, % at 4.4 µM; AID 1861, 2009; 290,000 tested, 1.1% active; GPR7-expressing cells, fluorescence antagonist assay; in the data active = inhibition above about 16%, passing the limit was not always enough;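 note: cells stimulated with the agonist NPW; 0% = agonist with vehicle and 100% = vehicle without agonist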
# Target sequence (P48145 whole entry, looked up): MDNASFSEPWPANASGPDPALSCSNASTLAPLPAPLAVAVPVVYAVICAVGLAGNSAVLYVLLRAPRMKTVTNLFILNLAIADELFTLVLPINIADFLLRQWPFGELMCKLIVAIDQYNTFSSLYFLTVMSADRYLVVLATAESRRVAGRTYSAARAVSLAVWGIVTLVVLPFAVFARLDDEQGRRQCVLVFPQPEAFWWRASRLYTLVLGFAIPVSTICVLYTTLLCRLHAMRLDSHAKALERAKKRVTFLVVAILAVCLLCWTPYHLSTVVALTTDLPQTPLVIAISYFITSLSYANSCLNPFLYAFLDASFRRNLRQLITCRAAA
# V1aR counter – agonists of human V1a receptor, primary screen, counter-screen for OXTR agonist project, fluorescence, CHO-V1R cells; Vasopressin V1a receptor (Homo sapiens), P37288; Fluo-8 calcium fluorescence, agonist mode; 0% DMSO, 100% 3 nM vasopressin; activation, % at 3 µM; 320,000 tested, 0.25% active;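 active = activation above the mean activation of all tested compounds plus 3 SD, per screening run, cut at about 20% in these data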;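 note: signal is peak over basal fluorescence ratio across a 100 second FLIPR read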
# Target sequence (P37288 whole entry, looked up): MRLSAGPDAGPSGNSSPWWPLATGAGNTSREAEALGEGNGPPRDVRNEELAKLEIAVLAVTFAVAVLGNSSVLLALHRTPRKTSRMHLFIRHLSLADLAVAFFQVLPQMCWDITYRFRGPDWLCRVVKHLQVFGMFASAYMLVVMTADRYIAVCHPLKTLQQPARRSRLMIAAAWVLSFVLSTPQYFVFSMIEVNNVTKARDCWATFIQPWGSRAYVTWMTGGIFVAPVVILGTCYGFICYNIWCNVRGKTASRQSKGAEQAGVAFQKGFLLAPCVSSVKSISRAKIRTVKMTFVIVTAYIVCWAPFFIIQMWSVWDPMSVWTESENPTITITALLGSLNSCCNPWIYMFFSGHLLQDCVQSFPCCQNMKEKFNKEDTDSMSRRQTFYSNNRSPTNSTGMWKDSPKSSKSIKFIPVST
# OXTR agonist – human OXTR agonists, primary screen, fluorescence, CHO-OTR cells, Fluo-8 calcium | Oxytocin receptor (Homo sapiens), P30559 | Fluo-8 calcium fluorescence; normalized: DMSO 0%, oxytocin 100% | activation, % at 3 µM | 320,000 tested, 0.32% active;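 active = activation above the mean of all tested compounds plus 3 SD, cutoff set per screening run, cut at about 20% in these data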;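 note: peak over basal fluorescence ratio from a 100 s FLIPR kinetic read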
# CHO parental Ca – ATP-evoked calcium signal inhibitors, parental CHO, primary screen, counter-screen for OX1R antagonist project, cell-based, fluorescence, Fluo-8 calcium dye; 330,000 tested, 0.63% active; inhibition, % at 5.6 µM; parental CHO-K1, ATP-induced calcium, Fluo-8 fluorescence;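 active = inhibition above that plate's mean sample inhibition plus 3 SD, cut at about 26% in these data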;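 note: 0% = ATP-challenged DMSO wells and 100% = DMSO wells without ATP; some compounds past the cut are filed as inactive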
#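 Measured by: calcium-sensitive Fluo-8 fluorescence / Test system: CHO parental line / Controls: ATP-challenged DMSO wells low, unchallenged DMSO wells high / Measure: % inhibition / Compound: single nominal dose of 5.6 µM per compound / Replicates: single well per compound, no replicates / Reagent: ATP as calcium-mobilizing challenge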
# OXTR potentiator – human OXTR potentiators, primary screen, fluorescence, CHO-OTR cells, Fluo-8 calcium | activation, % at 3 µM | Fluo-8 calcium fluorescence, potentiator mode; 0% = oxytocin EC15, 100% = EC100 | 320,000 tested, 0.061% active | AID 2445, 2010 | Oxytocin receptor (Homo sapiens), P30559;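 active = activation above that plate's cutoff, the mean activation of tested compounds plus 3 SD, cut at about 6.6% in these data, passing the limit was not always enough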;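 note: 100% uses oxytocin at 75 nM as the full agonist control; some results filed as inactive read as strong as hits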
#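 Material: CHO-OTR cells, human receptor; compound dosing: single dose, 3.0 µM nominal final compound concentration; schedule: 6 min compound pre-incubation at room temperature, 100 s kinetic read; measured by: kinetic Fluo-8 calcium fluorescence; read-out basis: % activation vs EC15 and EC100 oxytocin; controls: EC15 oxytocin alone as 0%, 75 nM oxytocin as 100%; replicates: singlicate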
# CHO-K1 Ca antag – nonselective inhibitor or artifact in parental CHO-K1 cells; 360,000 tested, 0.6% active; inhibition, % at 3 µM; ATP-induced calcium, Fluo-8 fluorescence; AID 602250;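 active = inhibition above a per-plate cutoff, the plate's mean sample inhibition plus 3 SD, cut at about 24% in these data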;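 note: 0% = DMSO plus EC80 ATP and 100% = DMSO alone without ATP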
# M1 PAM parental – nonselective calcium activators in parental CHO-K1 cells, primary screen, counter-screen for M1 PAM project, cell-based, Fluo-8 calcium fluorescence, full deck, 1536-well; 360,000 tested, 0.02% active; AID 602247, 2012; activation, % at 3 µM; ATP EC20; 0% at ATP EC20, 100% at ATP max;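 active = activation above the run cutoff, the mean activation of all test compounds plus 3 SD, cut at about 40% in these data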;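 note: peak over basal fluorescence ratio in a 140 s read after ATP addition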
# M1 ag parental – counter-screen for M1 agonists: effect in parental CHO-K1 cells | Fluo-8 calcium fluorescence; scaled to maximal ATP response, vehicle zero | 360,000 tested, 0.48% active | AID 602248, 2012 | activation, % at 3 µM; in the data active = activation above about 15%;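 note: untransfected CHO-K1 host cells lacking M1 receptor as counterscreen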
# TAAR1 antag – human TAAR1 antagonists, primary screen, Fluo-8 calcium fluorescence, CHO RD-HGA16 cells | Trace amine-associated receptor 1 (Homo sapiens), Q96RJ0 | antagonist | inhibition, % at 3 µM | 360,000 tested, 1.5% active | AID 624466, 2012;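 active = inhibition above a per-plate cutoff, the mean inhibition of test compounds on that plate plus 3 SD, cut at about 49% in these data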;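 note: 0% = DMSO plus EC80 beta-PEA response and 100% = DMSO alone without agonist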
# Target sequence (Q96RJ0 whole entry, looked up): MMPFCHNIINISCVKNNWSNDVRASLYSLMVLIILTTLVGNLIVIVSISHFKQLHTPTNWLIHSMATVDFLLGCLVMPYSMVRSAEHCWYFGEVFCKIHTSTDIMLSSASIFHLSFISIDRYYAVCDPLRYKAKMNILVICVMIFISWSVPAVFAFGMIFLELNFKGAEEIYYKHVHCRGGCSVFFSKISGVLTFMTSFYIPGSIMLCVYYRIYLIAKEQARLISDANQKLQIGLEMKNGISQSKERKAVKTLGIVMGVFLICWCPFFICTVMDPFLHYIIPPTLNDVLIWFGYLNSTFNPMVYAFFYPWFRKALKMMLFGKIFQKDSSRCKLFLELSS
#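 Test system: CHO RD-HGA16 cells bearing hTAAR1 | Reagent: β-PEA, EC80 | Compound dosing: 3 µM, single point | Schedule: Dye loading 75 min at 37 °C, then 30 min room temperature | Signal: Calcium fluorescence with Fluo-8 | Evaluation: Percent inhibition of PEA-evoked calcium signal, max/basal emission ratio | Control set: DMSO-only wells and EC80 β-PEA-stimulated wells | Repeats: Singlicate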
# Numbers without * were called inactive; nt = no result given.
# The line under a structure holds: GPR7 antagonist	V1aR counter	OXTR agonist	CHO parental Ca	OXTR potentiator	CHO-K1 Ca antag	M1 PAM parental	M1 ag parental	TAAR1 antag
1. CC(C)C(NS(=O)(=O)c1cccs1)C(=O)NCc1ccc2c(c1)OCO2 (stereo unspecified)
  -5	0.9	0.1	1	-4	7	-4	-0.5	-7
2. Cc1cccc(NC(=O)c2ccc(S(=O)(=O)N3CCCC3)cc2)c1C
  -2	2.9	2.3	-11	-4	-15	-1	2.9	-18
3. CCOc1ccc(C(=O)N[C@H](C(=O)Nc2cccc(S(=O)(=O)N3CCOCC3)c2)C(C)C)cc1
  nt	nt	nt	nt	nt	1	0	-0.7	-31
4. CCN1C(=O)CSC1=Nc1ccccc1Cl
  -6	nt	nt	nt	nt	-7	20	0.4	-25
5. Cc1noc(/C=C/N(C)C)c1S(=O)(=O)N1CCC(C(=O)Nc2ccc(Cl)cc2)CC1
  -2	0.2	0.8	0	0	10	7	0.1	4
6. CNC(=O)C[C@H]1C(=O)N(CCc2ccccc2)C[C@@H]1Cc1ccccc1
  nt	nt	nt	nt	nt	-5	16	0.6	0
7. CCc1ccc(CN(Cc2cccnc2)C(=O)/C=C/c2ccc(OC)cc2)cc1
  39*	0.1	-0.8	-8	-7	-8	11	-0.2	-29
8. Cc1ccc(CNC(=O)COC(=O)c2ccc(S(=O)(=O)N3CCCC3)cc2)cc1
  -1	1.2	0.2	-8	-4	-8	6	0.8	6
9. COC(=O)[C@@]1(Cc2ccc(F)cc2)[C@H]2c3cc(C(=O)N4CCCC4)n(CCO)c3C[C@H]2CN1C(=O)c1ccccc1
  2	-0.8	1.6	-25	2	nt	nt	nt	-11
10. O=C(O)c1ccc2c(c1)C(=O)N(c1ccc(Nc3ccccc3)cc1)C2=O
  2	nt	nt	nt	nt	-12	21	0.1	-8
11. COc1ccc(C)cc1NC(=O)CNCc1cccs1
  5	2.0	-0.7	-2	2	2	15	0.4	-12
12. Cc1ccccc1CSCC(=O)N/N=C/c1cccs1
  -3	4.9	5.0	-13	-16	2	-3	2.7	23
13. OCCC1CN(Cc2ccc(Oc3ncccn3)cc2)CCN1CCc1ccccc1 (stereo unspecified)
  -8	0.1	0.3	-16	2	-5	8	-0.2	-4
14. CCOC(=O)C(C)Oc1cccc2c(=O)n(CC(=O)NCc3ccccc3)ccc12 (stereo unspecified)
  22*	-0.3	-0.6	-22	-8	-12	9	0.4	-17
15. O=C(COC(=O)c1ccc(O)cc1O)NC1CC1
  nt	2.6	1.5	-8	-2	-17	14	0.7	6
16. O=C1NC2(CCCCC2)C(=O)N1CC(=O)N1CCc2ccccc21
  nt	-0.6	-0.8	-20	3	-12	11	-0.1	-33
17. CC(C)N(Cc1nc(-c2ccccc2)no1)C(=O)c1ccc(Cl)cc1
  -13	-1.0	-2.4	-1	-2	-14	21	0.5	-24
18. CCn1c(CNC(C)=O)nnc1SCC(=O)c1ccc(Br)cc1
  -2	0.1	-1.3	-7	-3	-12	-5	-0.4	19
19. FC(F)(F)C1=NNC(c2ccc3ccccc3c2)=NN1
  nt	nt	nt	nt	nt	0	13	0.5	11
20. CCOC(=O)c1sc(-c2cccc([N+](=O)[O-])c2)cc1N
  -6	3.0	-2.6	-8	-18	16	-12	2.4	8
21. COC(=O)N/N=C(\C)c1ccc(-n2ccnc2)cc1
  -8	1.2	0.1	4	-11	4	-11	0.2	-3
22. CCOC(=O)C(C)Oc1ccc2c(-c3cccc([N+](=O)[O-])c3)cc(=O)oc2c1 (stereo unspecified)
  7	0.1	-1.5	-17	-4	-4	14	0.2	-6
23. O=C(/C=C/c1ccco1)c1ccccc1O
  -13	-0.1	-1.3	-30	-15	-1	25	1.5	-4
24. Fc1ccc2[nH]c3c(c2c1)CN(C(=S)NCc1ccccc1)CC3
  -5	0.6	2.0	-19	-13	-5	16	1.6	18
25. CCCSc1nnc(Cn2c(=O)sc3ccccc32)n1C
  0	0.3	0.5	-5	-2	-8	31	0.1	-15
26. Cc1ccc(-c2nc(N)sc2CC(=O)OCC(=O)NCC2CCCO2)cc1 (stereo unspecified)
  -9	0.1	-1.3	-12	-7	8	2	0.2	-9
27. COc1ccc(-n2c(C)nc(N)c2C(=O)c2ccccc2)cc1
  -4	0.3	-0.1	-21	-1	-8	15	0.8	-19
28. Oc1oc(-c2ccccc2)nc1C=Nc1ccccc1
  4	-0.8	-1.8	-8	-2	-10	-1	1.4	7
29. Cc1[nH][nH]c(=O)c1N=Nc1ccccc1C#N
  -8	1.0	-1.2	-16	-3	nt	nt	nt	-8
30. Cc1ccc2nc(N(CCN(C)C)C(=O)c3ccc4ccccc4c3)sc2c1
  -2	0.4	-0.6	-1	-12	-12	10	1.1	nt
31. c1ccc(CN2CCN(C3CCCSc4ccccc43)CC2)cc1 (stereo unspecified)
  nt	0.4	-0.7	-23	-4	3	-13	0.0	-7
32. COc1cc(NC(=O)CN2C(=O)COc3ccccc32)cc(OC)c1
  nt	nt	nt	nt	nt	-4	3	1.3	-19
33. CCOC(=O)c1ccc(N2C(=O)C=C(N3CCOCC3)C2=O)cc1
  -6	0.4	2.1	-6	3	-5	-3	0.2	-7
34. c1ccc(COc2ccccc2CNc2nn[nH]n2)cc1
  -7	-0.6	-0.2	1	-5	-13	24	2.7	-19
35. CC(=O)Oc1cccc(Nc2ncnc3ccccc23)c1
  22	-0.6	-0.8	-8	-5	-3	11	0.6	-8
36. COc1ccc(C(=O)N(Cc2sccc2C)C2CCS(=O)(=O)C2)cc1 (stereo unspecified)
  -13	-0.6	-1.2	-4	3	3	3	1.0	-25
37. O=C(CN(CC1CCCO1)C(=O)CNS(=O)(=O)c1ccc(F)cc1)NCc1ccccc1 (stereo unspecified)
  -4	0.0	0.9	-6	1	-10	-13	0.1	7
38. CCCOC(=O)Cn1cnc2scc(-c3ccc(OC)cc3)c2c1=O
  -10	2.1	-1.2	-15	-10	-6	5	1.2	2
39. Cc1ccc(C=Nc2ccccc2C(N)=O)s1
  4	1.3	-0.3	0	-2	3	24	1.4	-10
40. COC(=O)c1ccccc1NC(=O)N1CCN(C/C=C/c2ccccc2)CC1
  5	0.4	0.7	-13	-1	-22	16	0.9	9
41. O=C(NCCCN1CCOCC1)c1ccc(Br)cc1
  -2	0.6	0.2	-17	-4	-2	8	0.1	11
42. CCCn1c(N)[n+](CC(=O)c2ccco2)c2ccccc21
  -7	-0.3	0.0	-22	-5	3	17	4.5	-3
43. CN(C)C(CNC(=O)CCc1c[nH]c2ccccc12)c1ccccc1 (stereo unspecified)
  5	0.9	1.3	-10	-1	5	-10	0.6	-20
44. COc1ccc(Nc2nc(C(=O)N(CCO)Cc3ccccc3)cs2)cc1
  -3	0.9	0.5	-41	-10	3	-8	1.5	14
45. COC(=O)CCC(=O)OC1(C)C(=O)C2=CN(c3ccccc3)C(c3ccc(OC)cc3)=CC2=C(Br)C1=O (stereo unspecified)
  nt	0.8	0.7	-28	0	12	-11	-0.2	-2
46. O=C(Nc1nccs1)C(Br)C(Br)c1ccccc1 (stereo unspecified)
  3	3.6	-0.1	-15	-10	-4	-4	0.4	2
47. COc1cccc(-c2nnn(CC(=O)Nc3ccc(C)cc3C)n2)c1OC
  -8	1.6	1.2	-5	2	4	6	-0.1	7
48. CCCn1cnc2c(SCCc3ccccc3)nc(N)nc21
  nt	nt	nt	nt	nt	-14	19	0.7	-10
49. CN(CC(=O)NCc1ccco1)C(=O)C1CC(=O)N(c2ccc3c(c2)OCCO3)C1 (stereo unspecified)
  nt	-0.2	0.6	-9	-5	-17	10	0.0	-8
50. O=C(Nc1cccc(C(F)(F)F)c1)C(SCCO)c1ccccc1 (stereo unspecified)
  -4	2.1	2.1	-9	-10	10	14	8.0	7
51. Cc1cccn2c(=O)c3cc(C(=O)NC4CCCCC4C)n(C)c3nc12 (stereo unspecified)
  -7	-0.9	-2.0	-4	-2	12	-4	-0.2	-13
52. Nc1nc(=S)c2[nH]c(=S)[nH]c2[nH]1
  nt	nt	nt	nt	nt	-12	10	1.3	-4
53. O=C1NC(Cc2ccccc2)C(=O)Nc2ccc(Br)cc21 (stereo unspecified)
  0	0.3	0.4	-11	-8	-6	-12	0.5	1
54. CC(C)C[C@H](NC(=O)CC[C@H]1O[C@@H](n2ccc(=O)[nH]c2=O)[C@H](O)[C@@H]1O)C(=O)O
  nt	nt	nt	nt	nt	-16	12	0.2	-13
55. CCOC(=O)C1CCN(C(=S)Nc2cc(OC)c(OC)cc2C(=O)OC)CC1
  -6	0.5	-0.2	-10	-7	-8	18	2.5	-14
56. COC(=O)c1c(-c2ccccc2)csc1NC1=NS(=O)(=O)c2ccccc21
  1	1.4	1.7	-5	-4	5	13	-0.1	-8
57. COCCOC(=O)C1=C(C)NC(=O)NC1c1cc2c(cc1Br)OCO2 (stereo unspecified)
  19	0.8	-0.3	-14	-9	-16	24	0.4	-6
58. Cc1ccc(CN2CCN(C3CCCC3)C(CCO)C2)s1 (stereo unspecified)
  -1	1.0	0.4	-15	-8	-5	3	0.4	-25
59. Cc1ccc2[nH]c(=O)c(C3C(C#N)=C(N)Oc4c3ccc3cccnc43)cc2c1 (stereo unspecified)
  2	0.4	-1.0	-18	0	-7	19	-0.3	-11
60. O=c1[nH]cnc2c1sc(=S)n2-c1ccccc1
  -9	0.6	1.2	-2	-2	11	-7	0.8	-3

# (list continues)
# The line under a structure holds: GPR7 antagonist	V1aR counter	OXTR agonist	CHO parental Ca	OXTR potentiator	CHO-K1 Ca antag	M1 PAM parental	M1 ag parental	TAAR1 antag
61. CCOC(=O)c1c(C)[nH]c(C)c1S(=O)(=O)Nc1ccc(CN2CCCCC2)cc1
  5	0.2	-0.4	4	-2	-15	16	0.2	-27
62. CCc1cccc(NC(=O)CSCc2nc3sc(C)c(C)c3c(=O)[nH]2)c1
  nt	-1.1	-0.7	-19	4	2	-4	7.7	-20
63. CC(=O)c1cccc(NS(=O)(=O)c2cc(OCC(N)=O)c(C)cc2Cl)c1
  1	0.6	1.3	-17	-1	-2	-1	-0.1	4
64. CC(OC(=O)CC1Sc2ccccc2NC1=O)C(=O)NC1CCCC1 (stereo unspecified)
  5	1.6	0.1	-23	-5	-17	2	2.4	-25
65. COc1ccc(S(=O)(=O)Nc2cccc(C)n2)c2ccccc12
  -9	2.0	2.5	-17	-8	-8	16	1.1	-3

# Assay outcomes (PubChem BioAssay)
